AMA1 RON2 block: inhibitors of Plasmodium falciparum AMA1-RON2 interaction; AlphaScreen AMA1-biotinylated RON2 peptide binding; Potency, µM (top dose mostly 58.2 µM), for inactives: at the top dose activity change, negative = inhibition, most hits filed as inhibitors; hit rate 0.2% among 360,000; AID 720542;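 further: potency means the concentration at half of the fitted maximal effect; 0% = vehicle wells and -100% = peptide control; nearly all actives have a fitted effect of over 45% in size; some results filed as inactive show a strong effect at the top dose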
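AMA1 (3D7) with his tag at 25 nM final met compounds first, then biotinylated RON2 peptide at 25 nM; detection used donor plus acceptor beads, 10 µg/mL apiece, read by AlphaScreen after 30 min at room temperature.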
Cycloheximide cs: affects cycloheximide protein synthesis inhibition readout, counter-screen | hit rate 12% among 300,000 | AID 2314 | max response, % | cell reporter, cycloheximide protein synthesis inhibition counterscreen; in the data active means max response mostly above about 13%, no sharp cut-off; inactive means mostly below about 14%; further: read at 38.3 µM for the half of the compounds with a filed dose; 0% is about no effect
AmpC inh no detg: AmpC beta-lactamase inhibition without detergent; hit rate 0.52% among 330,000; P00811; Potency, µM (highest dose often 57.1 µM), without a hit: top-dose activity change, negative = inhibition, hits mostly inhibitors; AmpC nitrocefin hydrolysis, absorbance 480 nm, 0.0001% Triton;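 further: potency means the concentration at half of the fitted maximal effect; plate controls were no compound for no effect and no enzyme for full effect; nearly all actives have a fitted effect of over 20% in size; some results filed as inactive show a strong effect at the top dose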
Target sequence (P00811 whole entry, looked up): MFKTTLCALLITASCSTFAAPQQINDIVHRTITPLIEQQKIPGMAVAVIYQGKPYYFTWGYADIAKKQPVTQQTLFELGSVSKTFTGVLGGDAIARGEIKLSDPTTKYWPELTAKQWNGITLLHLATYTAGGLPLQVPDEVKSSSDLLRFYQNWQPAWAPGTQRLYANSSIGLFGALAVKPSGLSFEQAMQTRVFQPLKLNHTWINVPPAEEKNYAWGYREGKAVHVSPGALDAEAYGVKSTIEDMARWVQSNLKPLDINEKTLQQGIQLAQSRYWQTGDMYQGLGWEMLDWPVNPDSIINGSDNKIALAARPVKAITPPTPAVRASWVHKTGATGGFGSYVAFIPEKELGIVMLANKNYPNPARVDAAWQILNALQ
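AmpC (5.3 nM in the dispensed reagent) in 20 mM phosphate pH 7.0 with 0.01% (detergent screen) or 0.0001% Triton X-100 was preincubated with compounds for 15 min at room temperature. Nitrocefin was then added from an 800 uM solution, and hydrolysis was followed at 480 nm.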
Shiga inhibitor: blocks Shiga toxin action in Vero cells; hit rate 9.2% among 290,000; inhibition, % at 38.7 µM; AID 2315; Vero cells, Shiga toxin protein synthesis inhibition reporter; in the data active means inhibition mostly above about 28%, no sharp cut-off; inactive means mostly below about 43%; further: 0% is about no effect
FBPA Giardia inh: inhibitors of Giardia lamblia fructose-1,6-bisphosphate aldolase | Potency, µM (titrated, usually from 59.6 µM), for the others: at the highest dose activity, negative = inhibition, hits mostly inhibitors | purified Giardia FBPA | hit rate 0.71% among 290,000 | A8B2U2 | AID 2451; further: potency means the concentration at half of the fitted maximal effect; on the % scale 0 is the no-effect control and ±100 the full control effect; nearly all actives have a fitted effect of over 55% in size
Target sequence (A8B2U2 whole entry, looked up): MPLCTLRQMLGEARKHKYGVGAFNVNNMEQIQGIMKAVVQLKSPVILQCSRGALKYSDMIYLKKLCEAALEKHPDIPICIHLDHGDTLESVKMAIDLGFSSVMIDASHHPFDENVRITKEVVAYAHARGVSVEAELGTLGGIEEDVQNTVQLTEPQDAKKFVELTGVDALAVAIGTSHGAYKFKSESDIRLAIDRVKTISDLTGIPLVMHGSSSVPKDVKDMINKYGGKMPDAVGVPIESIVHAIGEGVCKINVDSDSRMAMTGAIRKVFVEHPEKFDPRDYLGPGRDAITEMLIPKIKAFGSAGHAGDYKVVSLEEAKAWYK
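40 nM FBPA preincubated 10 min at RT with compound (up to 57.5 uM final), then substrate plus GAPDH/TPI/NAD/arsenate coupling and diaphorase/resazurin added. Fluorescence read after 20 min at RT, 525/598 nm.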
AmpC detergent: inhibitors of E. coli AmpC beta-lactamase with detergent; P00811; AmpC hydrolysis of nitrocefin, absorbance 480 nm, 0.01% Triton; Potency, µM (series often up to 114 µM), without a hit: top-dose activity change, negative = inhibition, actives largely listed as inhibitors; hit rate 0.041% among 370,000;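 further: potency means the concentration at half of the fitted maximal effect; 0% = no-compound wells and -100% = no-enzyme wells; nearly all actives have a fitted effect of over 25% in size; some results filed as inactive show a strong effect at the top dose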
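20 mM phosphate pH 7.0 + 0.01% (detergent screen) or 0.0001% Triton X-100; 5.3 nM AmpC reagent; cpd preinc 15 min RT; nitrocefin (800 uM stock) to start; A480 q20 s × 4 min; Activity was normalised to no-enzyme and no-compound control wells.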
HCMV inh: human cytomegalovirus inhibition; HFF cells, HCMV-luciferase reporter, 72 h; hits give low values; hit rate 4.5% among 410,000; activity change, negative = inhibition, % at 57.5 µM; in the data active means activity change below about -60%; inconclusive means no clear call, values can overlap the other calls; inactive means above about -39%; further: on the % scale 0 is the no-effect control and ±100 the full control effect
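Screen run at 2 compound doses on HFFs infected with reporter HCMV, MOI 1 PFU/cell. Luciferase activity from cell lysates at 72 h post infection gave inhibition relative to buffer-only and Salinomycin wells.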
Starred values were filed as active, the others as inactive; ? = inconclusive; · = not tested or not shown; & = joins results of further samples; [ ] = another dose, or the depositor's remark. Unless noted, the call rests on the fitted dose curve; in most records, active means well fitted curve in the direction sought with a large enough effect; inconclusive means small, poorly fitted or top-dose-only effect, or another doubt; inactive means no such curve, though single readings can be large; an effect the other way counts as inactive or inconclusive.

1: CCOC(=O)c1sc(CS(=O)(=O)c2ccc(Cl)cc2)nc1C
2: CCOC(=O)c1nnn(CC(=O)N2N=C(c3cccc4ccccc34)CC2c2ccccc2)c1C(=O)OCC (stereo unspecified)
3: CSc1nc2cc3c(cc2n1C(=O)c1ccc(C)cc1)OCCO3
4: COc1ccc(C(=O)NCC(=O)NCC(=O)OCC(=O)C(C)(C)C)cc1
5: C[C@H]1CN([C@@H](C)CO)C(=O)c2cc(NC(=O)Cc3ccccc3)ccc2O[C@H]1CN(C)Cc1ccccc1
entry no.	1	2	3	4	5
Shiga inhibitor	-3	-2	80*	-1	·
AmpC inh no detg	-21%	12%	20%	-9%	166%[activator]
FBPA Giardia inh	3%	1%	6%	1%	·
AMA1 RON2 block	3%	9%	2%	21%	-2%
Cycloheximide cs	-1	-3	7	0	·
HCMV inh	-2	82	84	24	?
AmpC detergent	-8%	-4%	?	-13%	·

6: CC(=NCCC1=CCCCC1)c1c(O)n(C)c(=O)n(C)c1=O
7: COc1ccccc1CNc1nc(-c2cc(C)n(C)c2C)cs1
8: CN(C(=O)c1ccccc1C(=O)OCC(=O)c1ccc(Br)cc1)c1ccccc1
9: CCCCNC(=NCc1cccc(C(F)(F)F)c1)Nc1ccccc1
10: CCN(CCn1cccn1)C(=O)C1CCC(=O)N(CCc2cccc(F)c2)C1 (stereo unspecified)
entry no.	6	7	8	9	10
Shiga inhibitor	13	-7	·	-11	13
AmpC inh no detg	-1%	5%	53%	41%	22%
FBPA Giardia inh	-5%	?	·	5%	·
AMA1 RON2 block	-10%	1%	-21%	5%	-2%
Cycloheximide cs	9	-1	·	-2	4
HCMV inh	-39	·	-19	-16	41
AmpC detergent	7%	1%	?	-10%	3%

11: CCn1ncc(Cl)c1C(=O)Nc1ccc2c(c1)CCC2
12: COc1ccccc1OCC(=O)NCC(c1cccs1)N1CCOCC1 (stereo unspecified)
13: Cc1ccc(S(=O)(=O)/N=C(/Sc2ccccc2C(=O)O)c2ccccc2)cc1
14: COc1cc(C(=O)O)c2ccccc2n1
15: Nc1c(C(=O)Nc2cccc(F)c2)nnn1-c1cccc(C(F)(F)F)c1
entry no.	11	12	13	14	15
Shiga inhibitor	134*	-8	-4	-8	60*
AmpC inh no detg	-4%	16%	-22%	-8%	-29%
FBPA Giardia inh	-3%	13%	·	-8%	6%
AMA1 RON2 block	·	7%	-6%	-1%	-4%
Cycloheximide cs	37*	11	-11	0	18*
HCMV inh	-35	13	-1	?	16&3
AmpC detergent	-9%	-3%	-5%	1%	0%&-2%

Rewritten with two lines to a compound: part of the list above.
Sequence of screens: Shiga inhibitor, AmpC inh no detg, FBPA Giardia inh, AMA1 RON2 block, Cycloheximide cs, HCMV inh, AmpC detergent
6: CC(=NCCC1=CCCCC1)c1c(O)n(C)c(=O)n(C)c1=O
  13, -1%, -5%, -10%, 9, -39, 7%
7: COc1ccccc1CNc1nc(-c2cc(C)n(C)c2C)cs1
  -7, 5%, ?, 1%, -1, ·, 1%

Later entries
16: COc1ccc(C2CC(=O)c3cnc(NC(=O)c4ccccc4)nc3C2)c(OC)c1 (stereo unspecified)
17: COc1ccc2nc(N3C(=O)CC(Cc4ccc(Cl)cc4)C3=O)sc2c1 (stereo unspecified)
18: O=C(Nc1ccc(Cl)cc1Cl)c1ccc2c(c1)OCCO2
19: Cc1ccc(N2C(=NC(=O)c3ccccc3)SC3CS(=O)(=O)CC32)cc1 (stereo unspecified)
20: Cc1occc1C(=O)Nc1sc2c(c1C(N)=O)CCCCC2
entry no.	16	17	18	19	20
Shiga inhibitor	15	-11	·	-22	62*
AmpC inh no detg	-16%	-27%	-20%	24%	-13%
FBPA Giardia inh	-3%	7%	·	·	-7%
AMA1 RON2 block	2%	2%	-5%	0%	-1%
Cycloheximide cs	-3	0	·	-2	29*
HCMV inh	33	9	56	-10	-10
AmpC detergent	-11%	10%	4%	0%	-16%

Among those listed so far, these have a CF3 group:
9: CCCCNC(=NCc1cccc(C(F)(F)F)c1)Nc1ccccc1
15: Nc1c(C(=O)Nc2cccc(F)c2)nnn1-c1cccc(C(F)(F)F)c1
entry no.	9	15
Shiga inhibitor	-11	60*
AmpC inh no detg	41%	-29%
FBPA Giardia inh	5%	6%
AMA1 RON2 block	5%	-4%
Cycloheximide cs	-2	18*
HCMV inh	-16	16&3
AmpC detergent	-10%	0%&-2%

Going on with the list:
21: C[C@]12c3[nH]c4cc(-c5ccco5)ccc4c3CCN1C(=O)[C@@H](CC(=O)NCc1cccc(C(F)(F)F)c1)C[C@@H]2C(=O)N1CCOCC1
22: Cc1cc2c(NC(=O)Nc3ccc(F)cc3)cccc2nn1
23: CN(C)C(=O)c1sccc1Oc1ccc(F)cc1[N+](=O)[O-]
24: O=c1c2ccccc2cnn1-c1ccc(Cl)cc1
25: COc1ccccc1CNC(=O)CCCC(=O)n1ncc2cc(C)ccc21
entry no.	21	22	23	24	25
Shiga inhibitor	·	7	-4	93*	-5
AmpC inh no detg	165%[activator]	-13%	-18%	-11%	-9%
FBPA Giardia inh	·	?	-2%	-10%	8%
AMA1 RON2 block	-24%	-2%	14%	4%	0%
Cycloheximide cs	·	1	4	36*	0
HCMV inh	-28	49	-10	78	-36
AmpC detergent	·	-4%	4%	?	-6%

26: Cc1cccc(C(=O)/C=C2/c3ccccc3CC(C)(C)N2C)c1
27: CCn1c(=O)n(CC(=O)NCc2ccco2)c(=O)c2ccccc21
28: CC(=O)c1ccccc1OC(=O)CCN1C(=O)c2ccccc2C1=O
29: Cc1ccc(N2CCN(S(=O)(=O)N3CCCCCC3)CC2)cc1Cl
30: Cc1ccc(NC(=O)NNC(=O)c2ccccc2)cc1
entry no.	26	27	28	29	30
Shiga inhibitor	-6	-11	-3	-13	44*
AmpC inh no detg	?	-9%	-1%	-9%	-18%
FBPA Giardia inh	-3%	1%	1%	6%	7%
AMA1 RON2 block	-13%	-1%	29%	5%	51%[activator]
Cycloheximide cs	-5	-2	7	-5	22*
HCMV inh	20	-24	17	-8	10
AmpC detergent	-1%	0%	-8%	-13%	3%

31: CCOC(=O)c1c(NC(=O)CSc2nc3ccccc3c(=O)n2-c2ccc(F)cc2)sc(C(C)=O)c1C
32: CC(=O)Nc1ccc(NC(=O)CSc2nc(C)nc3sc(C)c(C)c23)cc1
33: CO/N=C/NC(=O)NOCc1ccc(Cl)cc1Cl
34: Cc1ccccc1OCC(=O)Nc1ccccc1N1CCC(C)CC1
35: COc1ccc(CNC(=O)CN(C(=O)c2snc(C(N)=O)c2N)c2ccc(F)cc2)cc1
entry no.	31	32	33	34	35
Shiga inhibitor	-7	-10	-21	-1	-8
AmpC inh no detg	-40%	-2%	-2%	-19%	-12%
FBPA Giardia inh	1%	17%	-4%	0%	-2%
AMA1 RON2 block	0%	-4%	4%	15%	14%
Cycloheximide cs	-2	-3	-3	-3	-4
HCMV inh	53	-16	-17	?	-38
AmpC detergent	-5%	-1%	3%	-12%	5%

36: COc1ccc(NC(=O)COC(=O)Cc2c[nH]c3ccccc23)cc1Cl
37: CC(C)c1ccc(C(C)NC(=O)C2CCCC2)cc1 (stereo unspecified)
38: Cc1ccc(NC(=O)C(OC(=O)c2cnc(C)cn2)c2ccccc2)c([N+](=O)[O-])c1 (stereo unspecified)
39: O=c1[nH]c(NNC(=S)NC2CCCCC2)nc2c1C1(CCCC1)Cc1ccccc1-2
40: Cc1cc(C(=O)NNC(=O)CN2C(=O)NC(C)(c3ccccc3)C2=O)c(C)o1 (stereo unspecified)
entry no.	36	37	38	39	40
Shiga inhibitor	·	42	8	27	·
AmpC inh no detg	-32%	-12%	64%[activator]	?	-19%
FBPA Giardia inh	·	10%	·	0%	·
AMA1 RON2 block	1%	0%	-27%	76%[activator]	23%
Cycloheximide cs	·	-1	14*	-1	·
HCMV inh	43	?	-1	26	-20
AmpC detergent	·	-3%	3%	12%	-17%

41: COc1ccc(/C=C2\CCc3c2nc2ccccc2c3C(=O)O)cc1OC
42: Cc1ccc(CNC(=O)Cn2c(=O)oc3ccccc32)o1
43: CCCCCn1nc(C(=O)OCC(=O)c2c(N)n(C)c(=O)n(C)c2=O)c2ccccc2c1=O
44: CSCC[C@H](NC(=O)Nc1ccccc1C)C(=O)O
45: COc1ccc(-n2c(SCC(=O)NCC3CCCO3)nc3c(c2=O)SCC3)cc1 (stereo unspecified)
entry no.	41	42	43	44	45
Shiga inhibitor	14	-1	30	-9	-3
AmpC inh no detg	-19%	-8%	124%[activator]	0%	1%
FBPA Giardia inh	-16%	1%	-14%	1%	·
AMA1 RON2 block	4%	24%	11%	10%	-5%
Cycloheximide cs	14	-2	1	0	-2
HCMV inh	73	31	25	-22	7
AmpC detergent	-15%	-7%	10%	-1%	2%

46: COc1cc(OC)c(C2C(C(=O)Nc3ccc(C)cc3C)=C(C)Nc3ncnn32)cc1OC (stereo unspecified)
47: COCC(=O)Nc1ccc(S(=O)(=O)N2CCCC2)cc1
48: CC(C)(C)NC(=O)C(c1cccs1)N(C(=O)c1csnn1)c1cccc(F)c1 (stereo unspecified)
49: CCc1cc(C(=O)N2CCN(S(=O)(=O)c3cc(C)ccc3C)CC2)sc1C
50: O=[N+]([O-])c1cc(-c2ccc(/C=N\n3cnnc3)o2)cc([N+](=O)[O-])c1
entry no.	46	47	48	49	50
Shiga inhibitor	29	-1	-4	·	25
AmpC inh no detg	-7%	104%[activator]	-1%	-2%	?
FBPA Giardia inh	-10%	-4%	0%	·	-7%
AMA1 RON2 block	22%	8%	-2%	-8%	-14%
Cycloheximide cs	-3	2	-1	·	-3
HCMV inh	21	-22	-23	3	-1
AmpC detergent	1%	0%	4%	6%	1%

51: CCCCN(C)C(=O)c1cn(CC)c2ccc(S(=O)(=O)N(C)C)cc2c1=O
52: Clc1ncc(CN2CCN(c3ccccc3)CC2)s1
53: COc1ccc(C(=O)NCc2nnc(SCC(=O)Nc3ccccc3F)o2)cc1
54: Cc1cc(C)n2nc(C(=O)Nc3ccc4c(c3)OCO4)nc2n1
55: Cc1ccc2occ(C(c3nnnn3C3CCCC3)N3CCN(C(=O)c4ccco4)CC3)c(=O)c2c1 (stereo unspecified)
56: COc1ccc(OCC(=O)NNC(=O)C(=O)Nc2ccc(C)cc2)cc1
57: COc1ccc(S(=O)(=O)Nc2c(C)ccc3nsnc23)cc1OC
entry no.	51	52	53	54	55	56	57
Shiga inhibitor	-15	-2	-5	61*	4	14	-7
AmpC inh no detg	-3%	0%[2.29 µM]	-28%	-6%	99%[activator]	20%	-27%
FBPA Giardia inh	0%	6%	7%	-26%	0%	-1%	-6%
AMA1 RON2 block	9%	0%	12%	-15%	-4%	13%	0%
Cycloheximide cs	-2	-2	-2	32*	-2	24*	-1
HCMV inh	-22	?	22	60	-28	26	-12
AmpC detergent	-6%	-7%	3%	-4%	-15%	1%	-6%
